N370S GC mod: inhibits or activates N370S mutant glucocerebrosidase | P04062 | actives 0.092% (n = 330,000) | Potency, µM (doses to about 59.4 µM), inactives show at the highest dose activity change, negative = inhibition, actives largely listed as inhibitors | N370S GC spleen homogenate, 4MU-glucoside fluorescence;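 further: 0% = full enzyme activity and -100% = no enzyme basal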
FEN1 inhibitor: human FEN1 inhibition. P39748. Recombinant FEN1 flap cleavage, fluorescence, 15 min. Potency, µM (titrated, usually from 114 µM), for the others: at the highest dose activity change, negative = inhibition, most hits filed as inhibitors. actives 0.35% (n = 390,000). AID 588795; further: nearly all actives have a fitted effect of over 65% in size
Target sequence (P39748 whole entry, looked up): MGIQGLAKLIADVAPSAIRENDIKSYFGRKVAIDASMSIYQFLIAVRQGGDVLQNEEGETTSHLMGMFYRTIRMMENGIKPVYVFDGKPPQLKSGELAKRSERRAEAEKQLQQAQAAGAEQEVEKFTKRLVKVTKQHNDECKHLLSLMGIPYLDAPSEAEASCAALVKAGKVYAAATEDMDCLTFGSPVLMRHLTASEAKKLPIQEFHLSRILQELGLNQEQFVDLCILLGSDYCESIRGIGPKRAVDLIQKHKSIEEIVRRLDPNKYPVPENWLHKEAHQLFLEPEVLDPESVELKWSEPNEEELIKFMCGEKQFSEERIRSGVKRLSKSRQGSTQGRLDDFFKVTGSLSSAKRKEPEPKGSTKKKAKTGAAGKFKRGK
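Concentration–response screening of FEN1 (10 nM): 15 min compound preincubation at room temperature, reaction started with 50 nM substrate and read at 0 and 15 min. Corrected, normalized data were fitted by a four-parameter Hill equation.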
DT40 TDP1 CPT: DT40-hTDP1 cell growth loss with CPT; chicken DT40 Tdp1-/-;hTDP1 cells + 20 nM CPT, ATP luminescence, 48 h; Potency, µM (series often up to 46.2 µM), for inactives: top-dose activity change, negative = growth inhibition, usual class: inhibitors; actives 12% (n = 420,000); AID 686979; further: nearly all actives have a fitted effect of over 55% in size
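Cell growth measured by CellTiter-Glo luminescence after a minimum 48 h, 37 C compound exposure with 20 nM CPT in Tdp1-knockout DT40 cells stably expressing hTDP1, seeded 400/well; qHTS titration format.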
The depositor's hits bear a star; ? = inconclusive; nt = not tested or not shown; & = joins results of further samples; ! = not active in a repeat. The call rests on the fitted dose curve; in most records, active means well fitted curve in the direction sought with a large enough effect; inconclusive means small, poorly fitted or top-dose-only effect, or another doubt; inactive means no such curve, though single readings can be large; an effect the other way counts as inactive or inconclusive. Unless noted, on the % scale 0 is the no-effect control and ±100 the full control effect; potency means the concentration at half of the fitted maximal effect.

SMILES	N370S GC mod	FEN1 inhibitor	DT40 TDP1 CPT
CN1CCN(C(=O)c2cc(Oc3c(F)c(F)c(F)c(F)c3F)cc(C(=O)N3CCN(C)CC3)c2)CC1	-22%	7%	12%
C=CCN1C(=S)CC(c2ccccc2)=Nc2ccccc21	-6%	10%	-6%
CCOC(=O)C1CCN(C(=O)c2ccc3c(c2)sc2nc(-c4ccccc4)cn23)CC1	nt	25%	6.5µM*
CCC(C)(C)NC(=O)CN(Cc1ccco1)C(=O)CCC(=O)Nc1nccs1	1%	-2%	1%
CC(=O)N1N=C(c2ccc(Cl)cc2)CC1c1ccc([N+](=O)[O-])cc1 (stereo unspecified)	4%	1%	?
COc1ccc(NC(=O)C2=C(C)C(=O)OC23CCC(C)CC3)c(OC)c1 (stereo unspecified)	1%	-3%	?
CCOCCc1nnc(NC(=O)C(=O)c2cc(C)n(-c3cccc(Cl)c3)c2C)s1	nt	-23%	-20%
Cc1[nH]c2ccccc2c1/C=C/c1ccc2ccccc2n1	nt	?	?
COc1cc2[nH]c(=O)n(CCCCCC(=O)N3CCN(c4ccccc4)CC3)c(=O)c2cc1OC	1%	11%	21µM*
O=C1N=c2ccc(Br)cc2=C1c1sc(=S)n(NS(=O)(=O)c2ccccc2)c1O	-13%	79µM*	6%
Cc1cc2n(n1)C(c1ccc(O)cc1)Nc1ccccc1-2 (stereo unspecified)	-2%	-7%	-1%
c1ccc(-c2cc(NCCN3CCCCC3)c3ccccc3n2)cc1	3%	?	23µM*
O=C(O)c1cc2nccc(-c3ccc(F)cc3)n2n1	-10%	-1%	-11%
CC(C)c1ccc(NC(=O)CSc2ncnc3c2sc2ccccc23)cc1	nt	-2%	?
Cc1cc(C)c(NC(=O)CCn2c(=O)c3cccn3c3cccnc32)c(C)c1	nt	2%	?
Cc1nc2sc(C(=O)OCC(=O)N3c4ccccc4CC3C)c(C)c2c(=O)[nH]1 (stereo unspecified)	0%	8%	?
Cc1[nH]c(C)c(S(=O)(=O)N2CCCCC2C)c1C(=O)N1CCCC1 (stereo unspecified)	-22%	-8%	2%
COc1ccc(C(=O)NCCCn2ccnc2)cc1[N+](=O)[O-]	23%	-4%	-8%
O=C(Cc1cccc(NC(=O)C2CCN(C(=O)C3CC3)CC2)c1)Nc1cccc(C(=O)N2CCCCC2)c1	nt	4%	-6%
CC(=O)Nc1ccc(NC(=O)CCCSc2nc3ccccc3s2)cc1	22%	5%	-29%
CC12CC(c3ccccc3O1)C(C(=O)N1CCOCC1)C(=O)N2 (stereo unspecified)	7%	5%	-1%
CCC(C)NC(=O)c1cc2cc(S(=O)(=O)N3CCCCC3)ccc2n1C (stereo unspecified)	nt	-22%	?
CC(C)C[C@H](NC(=O)c1nc[nH]c1C(=O)N1CCNCC1)C(=O)OC(C)(C)C	-5%	0%	-17%
NC(=O)CSc1ncc2c(n1)-c1ccccc1N(Cc1ccccc1)S2(=O)=O	nt	20%	-25%
CCOCCCn1c(=S)[nH]c2cc(C(=O)NCCc3ccc(OC)c(OC)c3)ccc2c1=O	-26%	4%	-16%

(cont.)
SMILES	N370S GC mod	FEN1 inhibitor	DT40 TDP1 CPT
O=C(/C=C/c1ccc(S(=O)(=O)N2CCOCC2)cc1)NCc1ccccc1F	nt	10%	?
CCOc1ccccc1N1CCN(C(=O)c2c(CC)noc2C)CC1	3%	8%	-5%
O=C(c1ccccc1)N1CCC(=O)N1c1ccccc1	10%	-1%	18%
CC(C)c1ccc(NC(=O)N2CCC(c3nc4ccccc4o3)CC2)cc1	17%	-19%	21µM*
COC(=O)[C@@H](NC(=O)Nc1ccc(C(C)=O)cc1)C(C)C	-2%	3%	-24%
O=[N+]([O-])c1ccc(NN=Cc2ccccc2O)nc1	nt	2%	5.8µM*
CCOC(=O)C1=C(O)/C(=C/c2ccc(OCC(=O)O)c(OCC)c2)SC1=Nc1ccccc1	-8%	-20%	8%
O=S(=O)(Nc1cccc(S(=O)(=O)N2CCCC2)c1)c1ccc(Cl)cc1	nt	-1%	-5%
COc1cccc(N2C(=NC(=O)CCc3ccccc3)SC3CS(=O)(=O)CC32)c1 (stereo unspecified)	?	1%	1%
CCOC(=O)c1[nH]c(=S)[nH]c1C	nt	4%	-13%
O=C(c1ccc2c(c1)OCO2)N1CCN(S(=O)(=O)c2ccccc2)CC1	2%	17%	12%
Cc1ccccc1Cn1c(=O)n(Cc2ccco2)c(=O)c2ccccc21	3%	0%	15µM*
CC(=O)N1Cc2ccccc2CC1C(=O)OCC(=O)c1c(N)n(C)c(=O)n(C)c1=O (stereo unspecified)	-10%	-3%	-1%
COc1cc(NC(=O)CN2CCN(c3ccccn3)CC2)cc(OC)c1OC	0%	14%	-29%
CCOc1ccc(CCNC(=O)Nc2ccccc2C)cc1OCC	-11%	1%	-15%
Cc1ccc2nc(N3CCN(S(=O)(=O)c4ccc(C)c(Cl)c4)CC3)c(C#N)cc2c1	0%	17%	21µM*
S=c1[nH]ncn1-c1ccccn1	6%	6%	-10%
O=C(CNC(=O)c1ccccc1)OCc1cccc(Br)c1	2%	-1%	-1%
O=C(Cn1c(=O)n(Cc2ccc(F)cc2)c(=O)c2sc3ccccc3c21)NCc1ccccc1	nt	-2%	?
COc1ccc(Cl)c(Cn2c(NCCCN(C)C)nc3c2c(=O)n(C)c(=O)n3C)c1	-8%	-3%	-24%
CCOC(=O)c1c(C)[nH]c(C(=O)OCC(=O)N2CC(C)OC(C)C2)c1C (stereo unspecified)	-17%	3%	-14%
CCc1cccc(C)c1NC(=O)c1cccc(C(=O)Nc2c(C)cccc2CC)c1	nt	-32%	-29%
O=C(COc1ccc2ccccc2c1CN1CCOCC1)N1CCc2ccccc21	-11%	-19%	?
O=C1C=C(Nc2ccc(Cl)cc2Cl)CC(c2ccco2)C1 (stereo unspecified)	-1%	0%	3.7µM*
COc1ccc(OC)c(CCNC(=O)c2ccc3[nH]c(C)c(C)c3c2)c1	nt	-14%	?

3 entries from above, with two lines to a compound.
Every second line gives: N370S GC mod	FEN1 inhibitor	DT40 TDP1 CPT
CC(C)c1ccc(NC(=O)N2CCC(c3nc4ccccc4o3)CC2)cc1
→ 17%	-19%	21µM*
COc1cccc(N2C(=NC(=O)CCc3ccccc3)SC3CS(=O)(=O)CC32)c1 (stereo unspecified)
→ ?	1%	1%
CCOC(=O)c1[nH]c(=S)[nH]c1C
→ nt	4%	-13%

Compound profiles (already shown). Order of screens: N370S GC mod	FEN1 inhibitor	DT40 TDP1 CPT
`O=C(Cc1cccc(NC(=O)C2CCN(C(=O)C3CC3)CC2)c1)Nc1cccc(C(=O)N2CCCCC2)c1` across the screens: nt	4%	-6%
`COc1cc(NC(=O)CN2CCN(c3ccccn3)CC2)cc(OC)c1OC` across the screens: 0%	14%	-29%
`CC(C)C[C@H](NC(=O)c1nc[nH]c1C(=O)N1CCNCC1)C(=O)OC(C)(C)C` across the screens: -5%	0%	-17%
`C=CCN1C(=S)CC(c2ccccc2)=Nc2ccccc21` across the screens: -6%	10%	-6%
`Cc1cc2n(n1)C(c1ccc(O)cc1)Nc1ccccc1-2` (stereo unspecified) across the screens: -2%	-7%	-1%

New compounds follow:
SMILES	N370S GC mod	FEN1 inhibitor	DT40 TDP1 CPT
O=C(O)c1sccc1SCc1ccc(Cl)c(Cl)c1	11%	0%	1%
Cc1ccc(C)c(NC(=S)NCCc2c[nH]c3ccccc23)c1	29%	-21%	?
Cc1ccc(-c2nc3ccccc3o2)cc1NC(=S)NC(=O)/C=C/c1ccco1	-1%	-8%	2.9µM*
CCOC(=O)CSc1nnc(NC(=O)c2cccc(S(=O)(=O)N3CCCC3)c2)s1	-2%	-20%	?
Cc1cc(OCC(=O)N(C)Cc2ccccc2)cc(C)c1Cl	-11%	-11%	7%
CS(=O)(=O)N1CCC(C(=O)Nc2cccc(Br)c2)CC1	-3%	0%	6%
COc1ccc(N(CC(=O)NCC2CCCO2)C(=O)CCC(=O)Nc2cc(C)on2)cc1OC (stereo unspecified)	3%	2%	-20%
CCCNc1ncnc2sc(C)c(C)c12	-4%	11%	16µM*
CC1(C)[C@@H]2CC[C@@]1(C)C(=O)C2	2%&9%&0%	nt	8.4µM*!
O=C(NCCOc1ccccc1)c1ccccc1NC(=O)C1CCCO1 (stereo unspecified)	9%	6%	0%
CCOC(=O)c1c(NC(=S)Nc2ccccc2)sc2c1CCN(C)C2	5%	-5%	-6%
CCC/C(O)=C1\C(=O)CCCC1=NCCc1c(C)[nH]c2ccc(OC)cc12	8%	13%	-7%
O=C(COCc1cc(-c2cccs2)on1)NCc1ccccc1Cl	nt	-13%	-19%
Cc1ccc(N2CC(NC(=O)C3CCCCC3)CC2=O)cc1 (stereo unspecified)	nt	-1%	-3%
CC1=C(C(=O)Nc2ccc(C)c(C)c2)C2(CCCCCC2)OC1=O	nt	17%	15µM*
CCc1ccc(C2=NN(CCC(=O)NC3CCCCCC3)C(=O)CC2)cc1	-12%	-5%	?
O=C(c1cc2ccccc2o1)N1CCN(c2ccccc2Cl)CC1	?	-13%	?
CCC(=O)Nc1ccc(N2CCN(S(C)(=O)=O)CC2)cc1	3%	10%	-11%
CCN(CC)S(=O)(=O)c1ccc2c(c1)nc(SCC(N)=O)n2-c1ccc(OC)cc1	-15%	-18%	-28%
COc1cc(CCC(=O)N2CCN(S(=O)(=O)c3ccc(C)cc3)CC2)cc(OC)c1OC	nt	0%	-7%
CCOc1ccc(C(C(=O)NC2CCCC2)N(CCOC)C(=O)CNC(=O)c2ccco2)cc1 (stereo unspecified)	0%	0%	2%
COc1ccc(NC(=O)CSc2cc(C)ccc2C)cn1	3%	-5%	?
Cc1nc([N+](=O)[O-])cn1CC(=O)Nc1ccc(F)c(Cl)c1	-4%	23%	-3%
CCCCOc1ccc(C(=O)NCC(=O)NC2CCCCC2)cc1	nt	4%	-1%
O=C(C1=C(O)C(=O)N(c2ncccn2)C1c1ccc(Cl)cc1)c1ccco1 (stereo unspecified)	?	3%	-9%

Next section
SMILES	N370S GC mod	FEN1 inhibitor	DT40 TDP1 CPT
CCN(CC)S(=O)(=O)c1ccc2c(c1)nc(CN(C)C(=O)c1cccc(Cl)c1)n2C	nt	-4%	?
COc1cccc(NC(=S)NNC(=O)Cn2nc([N+](=O)[O-])cc2C)c1	7%	18%	?
O=C(COc1ccccc1)N(Cc1ccccc1)c1nc(-c2ccccc2)cs1	15%	-4%	-27%
CC(=O)NNC(=O)c1cc2c3ccccc3n(C)c2s1	7%	-22%	5%
CN(CCc1ccccn1)C(=O)CC1C(=O)NCCN1Cc1ccccc1C(F)(F)F (stereo unspecified)	-6%	5%	-2%
CC(=O)NC(CC(=O)c1ccc([N+](=O)[O-])cc1)C(Cl)(Cl)Cl (stereo unspecified)	?	-5%	8%
CNc1ccc(NC(C)=O)cc1[N+](=O)[O-]	-5%	-8%	-8%
O=C(NC1CCCCC1)c1ccc(Cn2c(SCc3cccc(F)c3)nc3cccnc32)cc1	nt	-10%	21µM*
COc1cc(CN2CC(=O)N(c3ccc(C)c(C)c3)C2=S)cc(OC)c1OC	-3%	-14%	?
COC(=O)c1cc(OC)c(OC)cc1NC(=O)c1c(-c2ccccc2Cl)noc1C	25%	?	18µM*
COc1cc(OC)c(-c2sc(Nc3ccccc3)n[n+]2-c2ccc(F)cc2)cc1OC	-1%	10%	?
O=C(NCCNC(=O)c1cc(Cl)ccc1Cl)c1ccco1	-8%	-4%	-2%
COc1cc(NC(=O)c2ccno2)cc(C(=O)Nc2cccc(C(F)(F)F)c2)c1	4%	-5%	?
Nn1c(Nc2ccccc2)nc2ccccc2c1=O	4%	-7%	-14%
CCOC(=O)c1scc(-c2ccccc2)c1S(=O)(=O)Nc1ccccc1OC	nt	-10%	18µM*
CN(C)/C=C/C(=O)c1cnc(-c2cccc(Cl)c2)s1	5%	2%	-12%
Clc1ccc(OCc2nc(-c3ccncc3)no2)c(Br)c1	-1%	-24%	-17%
Nn1c(SCc2cccc(F)c2)nnc1-c1cccnc1	-7%	7%	8%
CC(=O)c1ccc(NC(=O)Cn2c(=O)nc(-c3ccccc3)c3cc(Cl)ccc32)cc1	nt	0%	-13%
CCCC(=O)N1CC(=O)Nc2ccc(F)cc2C1c1ccccc1 (stereo unspecified)	4%	-19%	-21%
COc1cc2sc3cc(NCC[C@@H]4CCCN4C)ccc3c(=O)c2cc1OC	nt	22µM*	?
COc1cc(C2NC(=O)CCC2[N+](=O)[O-])c(OC)cc1Br (stereo unspecified)	-5%	-12%	8%
COc1ccnc(Oc2ccccc2)c1C(N)=O	-7%	4%	-1%
CCNc1nc(C#N)nc(Nc2ccccc2)n1	nt	-18%	?
Cc1ccc(C(=O)Nc2ccncc2)cc1S(=O)(=O)N1CCOCC1	-20%	0%	?
COc1ccccc1C(=O)Nc1ccc(OCc2cc(=O)n3ccc(C)cc3n2)cc1	nt	-4%	-10%

This is a subset (hit frequency here may not be typical).
